# Screening results: PubChem, several laboratories
# Hsp90 inh: tumor Hsp90 inhibitors, primary screen, cell lysate, fluorescence polarization, NCI-N417 lysate; Heat shock protein HSP 90-alpha (Homo sapiens), P07900; Cy3B-geldanamycin FP displacement; inhibition, % at 30 µM; actives 0.35% (n = 64,000); AID 429, 2006;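 active means inhibition above 50%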;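 further: 0% = tracer plus lysate wells and 100% = tracer alone without lysate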
# Cdc25B block: inhibitors of Cdc25B phosphatase catalytic domain, primary screen, biochemical, OMFP fluorescence | M-phase inducer phosphatase 2 (Homo sapiens), P30305 | recombinant Cdc25B, OMFP fluorescence Ex485/Em525 | inhibition, %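 (compounds tested at 10 µM final in the well)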 | actives 0.1% (n = 65,000) | AID 368, 2006; in the data active means inhibition above about 50%
# FXIIa mix inh: human factor XIIa inhibitors, primary screen, biochemical, pooled compound mixtures, fluorogenic substrate. Coagulation factor XII (Homo sapiens), P00748. purified FXIIa. actives 0.2% (n = 62,000). AID 684, 2007. inhibition, % at 5 µM; in the data active means inhibition above about 20%, passing the limit was not always enough;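 further: 0% = enzyme without compound and 100% = no enzyme blank; some results filed as inactive read as strong as hits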
# TNAP act mid DEA: human TNAP enzyme activators, primary screen, biochemical, luminescent, intermediate phosphate acceptor level; Alkaline phosphatase, tissue-nonspecific isozyme (Homo sapiens), P05186; purified TNAP, CDP-star luminescence, 100 mM DEA, 30 min; stronger effect = higher value; scale: 0 levamisole-inhibited, 1 vehicle-only enzyme; activation factor at 20 µM; 64,000 tested, under 10 active; AID 813, 2007;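 active means activation factor of at least 2 at 20 µM, relative to controls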
# Target sequence (P05186 whole entry, looked up): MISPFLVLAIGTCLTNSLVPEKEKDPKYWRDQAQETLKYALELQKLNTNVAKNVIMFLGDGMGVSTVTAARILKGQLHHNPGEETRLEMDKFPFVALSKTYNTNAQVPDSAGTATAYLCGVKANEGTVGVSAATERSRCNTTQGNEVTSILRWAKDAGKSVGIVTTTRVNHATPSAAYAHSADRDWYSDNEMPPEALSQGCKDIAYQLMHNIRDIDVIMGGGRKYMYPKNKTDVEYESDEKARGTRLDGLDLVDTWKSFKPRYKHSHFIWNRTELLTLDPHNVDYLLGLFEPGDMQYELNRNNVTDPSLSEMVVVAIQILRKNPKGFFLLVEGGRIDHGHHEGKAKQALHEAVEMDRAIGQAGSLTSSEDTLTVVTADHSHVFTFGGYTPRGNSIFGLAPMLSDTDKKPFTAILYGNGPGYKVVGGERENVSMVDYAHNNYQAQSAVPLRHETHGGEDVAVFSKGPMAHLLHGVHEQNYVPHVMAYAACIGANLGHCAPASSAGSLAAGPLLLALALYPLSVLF
# D1 allo mod: D1 CRE-luciferase signal change, two-sided – cell-based, HEK293 D1, dopamine EC30, D1 allosteric modulator project, primary screen; AID 641, 2007; dopamine EC30 potentiation; actives deviate in either direction; B-score at 10 µM; actives 5.9% (n = 58,000);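 active means luminescence count or its row- and column-corrected plate score outside the 99.7% band of the plate's sample wells, on either side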
# SF1 activator: activators of human SF-1, primary screen, cell-based, CHO-K1, Gal4-SF-1 LBD, luciferase luminescence. Steroidogenic factor 1 (Homo sapiens), Q13285. CHO-K1 Gal4-SF-1 LBD luciferase reporter; % increase over DMSO SF-1-specific signal. activation, % at 10 µM. actives 1.9% (n = 65,000). AID 522, 2006;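 active means activation above the mean activation of all tested compounds plus 3 SD, cut at about 50% in these data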
#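 Material: Transient Gal4-SF-1 LBD reporter, CHO-K1 | Input: 4,000 cells/well | Dosing: One dose, 10 µM compound, 1% DMSO | Incubation: 20 h compound treatment, 37 °C | Detection: SteadyLite luciferase luminescence | Evaluation: Percent activation relative to DMSO median and mock-transfected background | Benchmarks: DMSO-treated SF-1-transfected cells as negative, DMSO-treated mock-transfected cells lacking SF-1 as background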
# HER2 expr 66K: inhibitors of Her2 protein expression, primary screen, SKBR-3 cells, AlphaScreen, 66K library; SKBR-3 HER2 protein level, 18-24 h; stronger effect = lower value; HER2 level % of control, % at 10 µM; actives 0.69% (n = 65,000); AID 645, 2007;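 active means HER2 level under 5% of the carrier-only control; inconclusive means no clear call, values can overlap the other calls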;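 further: 100% = DMSO carrier and 0% = 500 nM PU-H71 HSP90 inhibitor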
# MKP-1 inh: MKP-1 phosphatase inhibitors, primary screen, biochemical, in vitro. Dual specificity protein phosphatase 1 (Homo sapiens), P28562. recombinant MKP-1, OMFP hydrolysis fluorescence. inhibition, %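 (compounds tested at a single concentration somewhere between 10 and 100 µM)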. actives 0.15% (n = 65,000);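 active means inhibition above about 50%, limit read from the data; inconclusive means inhibition over screen mean plus 3 SD, below that limit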;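 further: 0% = DMSO max control wells and 100% = wells with enzyme stopped by NaOH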
# RORa activator: activators of orphan receptor RORA, primary screen, cell-based, luminescence; actives 1.5% (n = 65,000); CHO-K1 Gal4-RORA LBD luciferase reporter; percent increase over mock-subtracted basal signal; activation, % at 10 µM; Nuclear receptor ROR-alpha (Homo sapiens), P35398;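 active means activation above the mean of all tested compounds plus 3 SD, cut at about 49% in these data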;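 further: 0% = DMSO-treated RORA cells and 100% = added signal equal to DMSO minus mock-transfected cells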
# Target sequence (P35398 whole entry, looked up, the tested form may be a part): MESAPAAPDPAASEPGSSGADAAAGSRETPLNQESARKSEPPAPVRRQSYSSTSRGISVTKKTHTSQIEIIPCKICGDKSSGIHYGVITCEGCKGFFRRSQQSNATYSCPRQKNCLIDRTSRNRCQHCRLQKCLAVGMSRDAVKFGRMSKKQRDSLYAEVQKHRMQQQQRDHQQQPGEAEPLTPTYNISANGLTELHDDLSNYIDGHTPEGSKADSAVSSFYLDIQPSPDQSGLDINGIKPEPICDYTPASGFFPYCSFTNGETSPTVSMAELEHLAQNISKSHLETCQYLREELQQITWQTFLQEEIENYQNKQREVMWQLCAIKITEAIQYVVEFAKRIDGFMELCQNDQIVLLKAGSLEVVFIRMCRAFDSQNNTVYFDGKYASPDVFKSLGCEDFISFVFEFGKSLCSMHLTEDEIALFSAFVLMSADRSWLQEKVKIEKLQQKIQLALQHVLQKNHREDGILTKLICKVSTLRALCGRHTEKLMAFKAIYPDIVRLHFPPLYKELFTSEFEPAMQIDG
# The depositor's hits bear a star; u = inconclusive; x = no result given.
SMILES,Hsp90 inh,Cdc25B block,FXIIa mix inh,TNAP act mid DEA,D1 allo mod,SF1 activator,HER2 expr 66K,MKP-1 inh,RORa activator
CCOc1ccc(CN2CCNC(=O)C2CC(=O)OC)cc1 (configuration not stated),2,-11,2,0.9,0.15,-3,110,9,-7
CC(c1ccccc1)n1cc(C(=O)NCC2COc3ccccc3O2)nn1 (configuration not stated),0,-4,10,1,-0.43,0,106,18,-1
O=C(CSc1nc(O)c(Cc2ccccc2)c(=O)[nH]1)Nc1ccccc1,-3,5,-2,0.8,0.13,-1,130,-2,1
Cc1ccnc(SCCn2c(N(C)Cc3ccccc3)nc3c2c(=O)n(C)c(=O)n3C)n1,-3,-6,5,0.9,x,-1,87,1,2
CC1(C)CNC(=O)c2sc(N3CCOCC3)nc2C1,0,20,10,0.9,0.63,4,167,6,-12
CCn1c(=O)cc(SCC(=O)Nc2ccc3c(c2)OCO3)c2ccccc21,-3,-3,4,0.9,5.2*,7,87,18,2
Cc1cccc(CCNC(=O)CCc2nc(-c3ccccc3F)no2)c1,-2,-14,0,0.9,-0.33,-14,72,-17,6
CSc1nnc(Cn2c(=O)sc3ccccc32)n1CCc1ccccc1,-1,1,-17,0.9,1.6,-12,87,11,7
O=C(CSc1nnc(-c2cccnc2)o1)Nc1ccccn1,38,1,-16,1,0.65,76*,89,-7,33
CCOC(=O)C1CCN(c2c(NCCCN(C)C3CCCCC3)c(=O)c2=O)CC1,-1,-11,8,0.9,-0.49,-7,120,-8,5
COc1cccc(-c2noc(N)c2C#N)c1,-4,-1,9,0.9,-0.19,-14,84,25,-15
Cc1noc(NS(=O)(=O)c2ccc(NC(=O)Nc3ccc(Cl)c(Cl)c3)cc2)c1C,-2,-3,-4,1,-2.6,-6,120,u,-4
Cc1csc(NC(=O)c2cnccn2)n1,-1,2,3,1,0.96,25,121,-18,22
COc1cccc(C2/C(=C(/O)c3cnn(-c4ccccc4)c3C)C(=O)C(=O)N2CCN(C)C)c1OC (configuration not stated),2,21,x,0.9,-0.23,-5,126,-9,-10
O=C(CCCOc1ccccc1)N1CCN(c2ccccn2)CC1,0,-9,3,0.9,-2.9*,26,102,-11,56*
N#CCSc1nc2ccccc2c(=O)n1-c1ccccc1,-4,-6,1,0.9,7.9*,15,113,-4,-17
CCN(CC)CCn1c(=N)n(CCO)c2ccccc21,-2,1,4,0.9,-0.8,-21,109,5,-4
Cc1cc(N2CCCC2=O)cc(C)c1CN1C(=O)c2ccccc2C1=O,-5,-5,x,x,-0.45,-2,102,-5,-18
O=C(NCc1ccco1)c1cc(S(=O)(=O)N2CCOCC2)ccc1Cl,-2,-7,5,0.9,-0.099,1,123,4,-16
COc1c(F)c(F)c(C(=O)Nc2cccc(Cl)c2N2CCOCC2)c(F)c1F,-1,-3,4,0.9,-0.1,2,89,1,-1
CN1CCN(C(=O)c2cnn(-c3ccccc3)c2NC(=O)c2cccs2)CC1,-3,0,-13,1,-0.81,11,135,5,-4
Cc1nc(CC(=O)Nc2nc(-c3ccccc3)cs2)cs1,-4,3,5,0.9,-1.3,30,94,-13,9
O=C(CCSCCc1ccccn1)Nc1nccs1,0,-9,1,1,-0.62,-8,97,7,-12
CS(=O)(=O)Nc1ccc(C(=O)NCc2ccco2)cc1,-16,-7,5,0.9,-0.33,-2,101,-1,12
O=C1c2cccc3cccc(c23)C(=O)N1c1nccs1,-2,-1,12,1,0.54,-8,95,11,-7
# Next part:
SMILES,Hsp90 inh,Cdc25B block,FXIIa mix inh,TNAP act mid DEA,D1 allo mod,SF1 activator,HER2 expr 66K,MKP-1 inh,RORa activator
CN(C)CCCNCCCNC(=O)c1ccccn1,-1,-5,6,1,x,4,127,-4,-23
COc1ccc(CCNc2oc(Cc3ccccc3)nc2C#N)cc1OC,3,-8,13,0.9,0.79,26,96,-7,1
CCCSc1nnc2[nH]c(=O)cc(N)n12,3,-13,x,x,0.012,1,107,-5,10
c1cn2cc(CN3CCOCC3)nc2s1,-3,-8,1,1,0.59,9,102,13,-2
C/C(=C\C(=O)c1ccc(C)o1)Nc1ccc2c(c1)OCO2,22,-9,-21,1,-0.12,27,90,0,14
O=C(CSc1nnc(-c2ccccn2)n1Cc1ccco1)c1ccc(-c2ccccc2)cc1,0,6,-1,0.9,0.038,-4,81,-18,11
CCOc1ccc(N2C(=O)c3cccnc3C2Nc2ccc(OC)cc2)cc1 (configuration not stated),-2,-1,12,1,0.014,-3,119,29,4
O=C(CCCCCn1c(=O)[nH]c2ccccc2c1=O)NCCCN1CCN(c2ccccc2F)CC1,-3,-12,7,1,-1.8,9,118,-9,-13
COc1ccc(-n2c(=O)c3ccccc3n(CC(=O)NC3CCCC3)c2=O)c(OC)c1,x,2,0,0.8,0.096,0,x,9,-12
COc1ccc(C(=O)CSc2nnc(-c3ccccn3)n2Cc2ccco2)cc1,-5,-7,6,0.9,0.057,5,122,3,17
Cc1ccc(-c2cc(-c3ccc(F)cc3)nc(N)c2C#N)o1,-1,2,6,0.9,15*,-3,68,-9,-3
Cc1ccccc1Cc1c(C)nc2nc(SCC(=O)NCc3ccco3)nn2c1C,x,-13,4,1.1,x,26,51,26,-2
CCCn1c(CNC(=O)Cc2ccccc2)nc2ccccc21,x,-1,5,1,-0.56,4,63,9,0
O=C(CSc1ncnc2nc[nH]c12)N1CCN(c2ccc(Cl)cc2)CC1,-3,0,-32,1,1,-31,89,-3,-26
CC1=C(C(=O)OC(C)C)C(c2ccc(F)cc2)NC(=O)N1 (configuration not stated),-5,-21,4,0.9,0.2,-13,98,0,1
COc1ccc(CN=CC2=C(O)CNC2=O)cc1OC,-2,-9,25,1,1.1,2,89,11,-2
CC(=O)N1CCc2cc(C(=O)CN3CCC(C)CC3)ccc21,-4,-1,-19,0.9,0.073,12,56,10,-3
Cc1ccc(CCNC(=O)C2CCN(C(=O)N(C)C)CC2)cc1,-2,-6,9,0.9,-1.3,-9,97,9,-7
C=CCOC(=O)C1=C(C)OC(N)=C(C#N)C1c1ccoc1 (configuration not stated),-3,5,-1,0.8,x,-7,97,-30,-18
CCOC(=O)C1C(c2ccccc2Cl)NC(=O)N(C)C1(O)C(F)(F)F (configuration not stated),1,2,3,0.9,-0.14,-14,-28*,-8,20
COc1ccc(-c2c3c(=O)n(C)c(=O)n(C)c3cn2-c2cccc(OC)c2)cc1,-1,-5,-1,0.9,-0.57,5,93,14,-20
Cc1ccc(CNC(=O)C2C3C=CC(C3)C2C(=O)O)cc1 (configuration not stated),0,6,2,0.9,-1.1,-6,109,11,-2
COc1cccc(C(=O)NCc2cn3ccsc3n2)c1,-1,-17,4,1,-0.27,20,99,2,2
c1ccc(OCCCc2nc(-c3ccccn3)no2)cc1,2,0,-1,0.9,0.43,20,97,-2,27
CCc1ccc(O)c(N=Cc2cccc(C)c2O)c1,4,0,-8,1,-0.56,12,86,-1,-6
# The results go on.
SMILES,Hsp90 inh,Cdc25B block,FXIIa mix inh,TNAP act mid DEA,D1 allo mod,SF1 activator,HER2 expr 66K,MKP-1 inh,RORa activator
CCC1(C)Cc2c(C#N)c(N)n(-c3ccccc3)c(=O)c2CO1 (configuration not stated),2,16,0,0.9,0.33,-1,97,-1,-28
COC(=O)c1cccc(Nc2cc(C)nc(-c3ccccc3O)n2)c1,1,-3,1,0.9,-1.1,-7,91,-8,1
CC(C)CCn1cnc2c([nH]c3cccc(Cl)c32)c1=O,-7,-3,3,0.9,0.86,-7,93,14,13
Cc1cc(C)n2nc(SCC(=O)NCc3ccco3)nc2n1,-1,1,-18,0.9,-0.74,1,128,24,10
COc1ccc(C)cc1NS(=O)(=O)c1cccc2nonc12,x,-17,14,0.9,-0.86,-7,96,8,-12
COc1ccc2oc(C(=O)CCC(=O)O)c(N)c2c1,-2,-9,5,0.9,-0.72,-8,112,-4,-11
CCCN1C2CCCC1CC(NC(=O)c1ccccc1)C2 (configuration not stated),-2,-15,-20,0.9,x,10,100,6,-7
Cn1nc(CC(=O)Nc2ncc(Br)s2)c2ccccc2c1=O,1,-1,2,0.9,-0.63,-39,79,-5,-44
Cc1ccccc1NC(=O)CNc1ccccc1N1CCCCC1,2,-16,-8,1,0.51,-1,85,-10,-6
COc1ccc(Cn2cccc(NC(=O)Nc3ccc(C#N)cc3)c2=O)cc1,-2,0,10,0.9,-0.3,-9,88,10,-16
O=C(NCc1ccc(F)cc1)C(c1cccs1)N(C(=O)c1csnn1)C1CC1 (configuration not stated),6,-10,-12,0.9,-0.16,-8,118,-10,-20
CCOC(=O)CNc1nc(C(C)(C)C)nc2c1nnn2Cc1ccccc1Cl,x,-18,-3,0.9,x,-26,88,11,-11
CCOC(=O)CSc1nnc(CNC(=O)c2ccco2)n1-c1ccc(F)cc1,-1,-15,4,0.9,0.56,3,86,8,10
CCOc1ccccc1N(CC(=O)N1CCOCC1)S(=O)(=O)c1ccccc1,-6,-16,12,0.9,1.1,-17,-21*,8,-8
COc1cc2c(cc1OC)C1(CCCC1)CNC2C (configuration not stated),3,5,x,x,-0.88,3,83,7,-9
CCCCCOC(=O)Cn1c(SCC(=O)Nc2ccccc2)nc2c1c(=O)[nH]c(=O)n2C,-4,6,6,0.9,0.32,0,99,-1,8
O=C(OCCNC(=O)c1ccc2ccccc2n1)c1cccnc1,x,5,-6,0.9,x,x,187,5,x
CC(C)(C)c1ccccc1NC(=O)c1ccco1,-1,-10,0,0.9,0.098,-4,151,3,-18
CCOCCCNCC(=O)Nc1ccccc1N1CCOCC1,-1,-3,4,1,0.44,-11,83,-27,0
O=C(COC(=O)C1CC(=O)N(c2ccc3c(c2)OCCO3)C1)Nc1ccc2c(c1)CCC2 (configuration not stated),-4,-5,5,0.9,0.15,8,124,9,11
COC(=O)CSC1=C(C#N)C(c2ccc(C(C)C)cc2)CC(=O)N1 (configuration not stated),-4,-6,1,1.1,-0.14,-13,105,7,26
O=C(NCC1CCCO1)c1ccccn1 (configuration not stated),-4,-11,2,1,-0.33,6,67,-5,-7
Cc1cc(=O)n2c(C)n[nH]c2n1,-6,-3,4,0.9,-0.12,10,90,-7,6
O=C(CSc1nnc(NC2CCCCC2)s1)NC1CCS(=O)(=O)C1 (configuration not stated),-2,0,12,1,-0.27,-18,103,0,-1
CC1Cc2nc(SCC(=O)Nc3nccs3)n(Cc3ccccc3)c(=O)c2S1 (configuration not stated),-2,-3,7,1,x,-1,85,6,13
Cc1cc(C2C(=O)CC(=O)CC2c2ccccc2)on1 (configuration not stated),-2,-5,-46,0.9,-1.3,-8,76,12,-14

# Profiles, quoted from the list. Order of screens: Hsp90 inh	Cdc25B block	FXIIa mix inh	TNAP act mid DEA	D1 allo mod	SF1 activator	HER2 expr 66K	MKP-1 inh	RORa activator
# Results for CC(C)(C)c1ccccc1NC(=O)c1ccco1 : -1	-10	0	0.9	0.098	-4	151	3	-18
# Results for Cc1cc(=O)n2c(C)n[nH]c2n1 : -6	-3	4	0.9	-0.12	10	90	-7	6
# Results for COc1ccc(C)cc1NS(=O)(=O)c1cccc2nonc12 : x	-17	14	0.9	-0.86	-7	96	8	-12
# Results for O=C(CSc1nnc(NC2CCCCC2)s1)NC1CCS(=O)(=O)C1 (configuration not stated) : -2	0	12	1	-0.27	-18	103	0	-1
